Screening data from PubChem BioAssay.
POLB inh = qHTS Assay for Inhibitors of DNA Polymerase Beta. P06746. Pol beta primer extension/strand displacement, fluorescence kinetic. Potency, µM (highest dose often 114 µM), for the others: top-dose activity change, negative = inhibition, usual class: inhibitors. hit rate 1.3% among 340,000. AID 485314, 2010; also: % is scaled to controls: 0 for no effect and ±100 for the full control effect
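Homogeneous kinetic assay of primer extension and strand displacement by 10 nM Pol beta, preincubated 15 min at room temperature with compound before 50 nM substrate (final) was added. Read at 0 and 10 min; four-parameter Hill fit.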
POLH inh = qHTS for Inhibitors of Polymerase Eta | DNA polymerase eta (Homo sapiens), Q9Y253 | recombinant Pol eta, fluorescent DNA replication assay | Potency, µM (top dose mostly 114 µM), inactives show top-dose activity change, negative = inhibition, most hits filed as inhibitors | hit rate 1.2% among 390,000 | AID 588591, 2011; also: % is scaled to controls: 0 for no effect and ±100 for the full control effect
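Pol eta at 10 nM preincubated with compounds 15 min at room temperature; reaction started with fluorescent substrate (50 nM final) and read kinetically at 0 and 10 min.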
G9a block = qHTS Assay for Inhibitors of Histone Lysine Methyltransferase G9a; Histone-lysine N-methyltransferase EHMT2 (Homo sapiens), Q96KQ7; G9a H3K9 monomethylation, AlphaScreen, 2 h; Potency, µM (highest dose often 102 µM), without a hit: at the top dose activity, negative = inhibition, hits mostly inhibitors; hit rate 8.8% among 350,000; also: % is scaled to controls: 0 for no effect and ±100 for the full control effect; nearly all actives have a fitted effect of over 75% in size
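AlphaScreen detection with an anti-monomethyl H3K9 antibody quantified product after a 2 h room-temperature reaction containing 500 nM biotinylated H3K9 peptide, 20 µM SAM and 20 nM enzyme, which had been preincubated 15 min with compound.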
APE1 inh = qHTS Assay for Inhibitors of the Human Apurinic/apyrimidinic Endonuclease 1 (APE1) | hit rate 0.35% among 350,000 | Potency, µM (titrated, usually from 65.8 µM), for the others: top-dose activity change, negative = inhibition, actives largely listed as inhibitors | DNA repair nuclease/redox regulator APEX1 (Homo sapiens), P27695 | recombinant APE1, TAMRA/BHQ-2 abasic DNA cleavage fluorescence;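 also: plate controls were vehicle for no effect and reference inhibitor for full effect; nearly all actives have a fitted effect of over 55% in size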
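Substrate: short duplex with […] THF abasic site, 5'-TAMRA and 3'-BHQ-2, 50 nM final. APE1 at 0.75 nM, preincubated 15 min RT with compound. Fluorescence increase from first to third read measured activity.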
BLM inh = qHTS Assay for Inhibitors of Bloom's syndrome helicase (BLM); hit rate 0.2% among 350,000; Potency, µM (top dose mostly 56.1 µM), inactives show top-dose activity change, negative = inhibition, actives largely listed as inhibitors; AID 2528, 2010; recombinant BLM DNA unwinding, fluorescence dequenching; RecQ-like DNA helicase BLM (Homo sapiens), P54132;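 also: plate controls were vehicle for no effect and no enzyme for full effect; nearly all actives have a fitted effect of over 35% in size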
BAZ2B inh = qHTS Assay for Inhibitors of BAZ2B. Bromodomain adjacent to zinc finger domain protein 2B (Homo sapiens), Q9UIF8. hit rate 4.4% among 360,000. Potency, µM (doses to about 114 µM), inactives show top-dose activity change, negative = inhibition, most hits filed as inhibitors. AID 504333, 2011. AlphaScreen BAZ2B-H3K14Ac peptide displacement; also: % is scaled to controls: 0 for no effect and ±100 for the full control effect; nearly all actives have a fitted effect of over 60% in size
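Multi-concentration screen (max 110 uM) measuring displacement of acetylated histone H3 peptide from BAZ2B by AlphaScreen, using 50 nM protein, 50 nM peptide and 10 ug/mL streptavidin donor plus Ni-chelate acceptor beads.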
POLI inh = qHTS for Inhibitors of Polymerase Iota; AID 588590, 2011; Potency, µM (titrated, usually from 115 µM), inactives show at the top dose activity, negative = inhibition, most hits filed as inhibitors; DNA polymerase iota (Homo sapiens), Q9UNA4; Pol iota fluorescent replication assay, 10 min; hit rate 1% among 390,000
Target sequence (Q9UNA4 whole entry, looked up): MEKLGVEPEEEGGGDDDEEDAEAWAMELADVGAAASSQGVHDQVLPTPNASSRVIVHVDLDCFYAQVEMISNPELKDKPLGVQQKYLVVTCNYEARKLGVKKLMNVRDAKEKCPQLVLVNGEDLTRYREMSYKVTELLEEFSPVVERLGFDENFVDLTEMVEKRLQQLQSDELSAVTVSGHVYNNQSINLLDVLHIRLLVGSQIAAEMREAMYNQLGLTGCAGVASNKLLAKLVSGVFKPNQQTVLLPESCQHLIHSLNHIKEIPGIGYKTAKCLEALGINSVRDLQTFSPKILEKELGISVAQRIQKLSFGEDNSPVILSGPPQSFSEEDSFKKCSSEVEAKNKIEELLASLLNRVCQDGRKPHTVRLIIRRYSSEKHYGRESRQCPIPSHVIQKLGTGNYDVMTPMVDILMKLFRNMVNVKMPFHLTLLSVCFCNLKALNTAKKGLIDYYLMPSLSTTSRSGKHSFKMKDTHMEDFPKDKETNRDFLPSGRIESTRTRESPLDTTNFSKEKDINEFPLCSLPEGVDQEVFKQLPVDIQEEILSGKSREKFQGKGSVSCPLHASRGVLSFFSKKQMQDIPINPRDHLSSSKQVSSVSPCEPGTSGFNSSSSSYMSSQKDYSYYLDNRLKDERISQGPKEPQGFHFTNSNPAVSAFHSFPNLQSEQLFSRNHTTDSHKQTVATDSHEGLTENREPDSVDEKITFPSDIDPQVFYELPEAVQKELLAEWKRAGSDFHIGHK
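Pol iota at 10 nM preincubated 15 min with compounds at room temperature; reaction started with fluorescent substrate, 50 nM final. Fluorescence read kinetically at 0 and 10 min; buffer-only wells as negative control.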
Anesthetic bind = qHTS Assay for Identification of Novel General Anesthetics; apoferritin/1-aminoanthracene competitive binding, fluorescence; Potency, µM (titrated, usually from 77.5 µM), for the others: at the highest dose activity change, negative = displacement, most hits filed as inhibitors; hit rate 0.074% among 350,000; AID 485281, 2010; also: % is scaled to controls: 0 for no effect and ±100 for the full control effect; nearly all actives have a fitted effect of over 20% in size
Target sequence (P02791 2-175 limits assumed): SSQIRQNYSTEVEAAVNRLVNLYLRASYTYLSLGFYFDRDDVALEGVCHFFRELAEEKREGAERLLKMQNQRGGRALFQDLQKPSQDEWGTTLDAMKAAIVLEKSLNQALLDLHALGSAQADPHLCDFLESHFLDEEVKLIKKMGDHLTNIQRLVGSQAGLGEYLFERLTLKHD
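Read-out: endpoint 1-AMA fluorescence, excitation 380 nm and emission 535 nm, after compounds sit 10 min at room temperature with 10 uM horse-spleen apoferritin in 50% saturated 1-AMA/PBS. Values come from four-parameter Hill fits.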
Pol kappa inh = qHTS for Inhibitors of Polymerase Kappa; DNA polymerase kappa (Homo sapiens), Q9UBT6; purified Pol kappa, fluorescent DNA synthesis assay, 10 min; Potency, µM (series often up to 107 µM), for inactives: top-dose activity, negative = inhibition, actives largely listed as inhibitors; hit rate 0.53% among 400,000; also: % is scaled to controls: 0 for no effect and ±100 for the full control effect
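Fluorescent qHTS in 1536-well format: enzyme (10 nM) and compound sat 15 min at room temperature before 50 nM substrate (final) was added. Signal taken at 0 and 10 min; no-enzyme buffer wells were negative controls.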
An asterisk follows results filed as active; ? = inconclusive; . = no result given; [ ] = another dose, or the depositor's remark. Calls follow the shape of the dose curve; as a rule, active = well fitted curve in the direction sought with a large enough effect; inconclusive = small, poorly fitted or top-dose-only effect, or another doubt; inactive = no such curve, though single readings can be large; an effect the other way counts as inactive or inconclusive. Potency is read from the fitted curve at half-maximal effect.

POLB inh	POLH inh	G9a block	APE1 inh	BLM inh	BAZ2B inh	POLI inh	Anesthetic bind	Pol kappa inh	molecule
0%	-18%	6%[12.7 µM]	-2%	0%	1%	?	-1%	-9%	Cn1c(=O)c(-c2ccccc2N)nc2ccccc21
19%	-7%	22%	2%	-2%	.	36%[activator]	-8%	-27%	Cn1nnnc1SC(C(=O)Nc1ccc(F)cc1)c1ccccc1 (centres undefined)
.	.	-5%[12.7 µM]	0%	3%	.	.	.	2%[60.1 µM]	COc1ncc2nc(-c3ccc(F)cc3)c(=O)n(C[C@H]3CCCO3)c2n1
1%	-11%	-10%	1%	1%	-25%	11%	3%	-6%	CCOC(=O)C1=C(N)OC2=C(C(=O)CC(C)(C)C2)C1c1cccnc1 (centres undefined)
-14%	-14%	?	-2%	1%	-3%	35%[activator]	-19%	-3%	O=C(Oc1ccc2c(c1)OCO2)c1ccncc1
.	-15%	11%[2.33 µM]	-9%	.	-9%	10%	.	-13%	O=C(Nc1ccc2c(c1)CCCN2C(=O)c1ccco1)c1cc([N+](=O)[O-])ccc1Cl
1%	-5%	7%[59 µM]	-1%	-3%	-21%	182%[activator]	-7%	-3%	O=C(Nc1ccccc1N1CCOCC1)c1cccnc1Cl
-27%	-16%	?	-2%	-6%	-2%	-3%	-7%	-11%	CC(C)(CO)Nc1nc(Nc2ccccc2)nc(Nc2ccccc2)n1
0%	-7%	20%[0.501 µM]	18%	-9%	-7%	22%	-5%	-4%	COc1cc2c(cc1OC)C(C(=O)Nc1ccc3c(c1)OCCO3)C1c3ccccc3CCN1C2=O (centres undefined)
-13%	-17%	5%	6%	-2%	-2%	129%[activator]	-6%	-3%	CC(=O)c1c(C)[nH]c(C(=O)OCc2ccc(F)cc2Cl)c1C
.	-6%	14%[12.7 µM]	12%	.	-2%	19%	.	1%	COc1cc(OC)cc(C(=O)NNC(=O)CNC(=O)c2cccs2)c1
?	1%	45µM*	0%	0%	8.9µM*	?	?	-1%	O=C(CN1CC(=O)Oc2ccccc21)OCC(=O)c1cccc(Br)c1
11%	-15%	-33%	26%	5%	10%	17%	-4%	2%	CC(=O)NC(CCS(C)(=O)=O)C(=O)Nc1c(C)cccc1C (centres undefined)
.	-12%	1.3µM*	0%	.	?	1%	.	-20%	CC(C(=O)NC(=O)NC1CCCCC1)N1CCN(c2ccc(O)cc2)CC1 (centres undefined)
28%	-18%	9%	14%	-2%	-14%	122%[activator]	-6%	0%	O=C(c1cccs1)N1CCC(c2nc3c(nnn3Cc3c(Cl)cccc3Cl)c(=O)[nH]2)CC1
-29%	-5%	-10%	18%	-8%	14%	88%[activator]	-2%	6%	NS(=O)(=O)c1ccc(CCNC(=O)c2cc(-c3ccccn3)nc3ccc(Br)cc23)cc1
-1%	-10%	7.9µM*	-5%	0%	32µM*	19%	-20%	-2%	CN(C)c1ccc([C@@H]2[C@@H]([N+](=O)[O-])[C@H]3C=Cc4ccccc4N3[C@H]2C(=O)c2ccc(Cl)cc2)cc1
43%	-16%	.	6%	-2%	-7%	41%	?	5%	Cc1ccc(OCc2cc(C(=O)N(C)CC3CCOCC3)no2)cc1C
2%	-21%	?	-1%	-5%	5%	1%	14%	-3%	CCOc1ccc(Cc2nn[nH]n2)cc1
5%	-6%	?	-1%	-2%	-2%	?	2%	7%	Cc1ccc(Nc2nnc(SCC(=O)Nc3cc(C(=O)O)ccc3C)s2)c(C)c1
4%[57.1 µM]	-21%	35%	-7%	3%	36%[activator]	13%	-4%	-1%	Cc1cccc(C(=O)N[C@H](C(=O)Nc2nccs2)C(C)C)c1
?	-15%	0%	-8%	-11%	-16%	12%	-13%	-3%	Cc1csc2ncnc(N3CCN(S(=O)(=O)c4cccc(C(F)(F)F)c4)CC3)c12
.	.	.	-3%	-1%	.	-11%	-3%	5%	C=C1CCN(C(Cc2ccccc2)C(=O)O)S(=O)(=O)c2ccccc21 (centres undefined)
?	-15%	10%[12.7 µM]	-8%	-4%	10%	3%	5%	-2%	Cc1ccccc1OCCN1C(=O)NC2(CCc3ccccc32)C1=O (centres undefined)
.	-4%	22%[0.501 µM]	0%	.	-2%	13%	.	-7%	CCOc1cccc2sc(N3CCN(C(=O)c4ccc5ncsc5c4)CC3)nc12
.	-8%	3%	2%	.	3%	10%	.	6%	Cc1ccc(C(=O)CN2C(=O)NC3(CCc4ccccc43)C2=O)c(C)c1 (centres undefined)
-2%	-13%	11µM*	-9%	-2%	45µM*	49%[activator]	-8%	-3%	CCN(CC)c1ccc(NC(=O)C2CC(=O)N(Cc3ccccc3)C2)cc1 (centres undefined)
.	-10%	-28%[12.7 µM]	67%[activator]	.	-20%	13%	.	-6%	CCC(C(=O)OCC(=O)NC(=O)c1ccccc1)c1ccccc1 (centres undefined)
3%	-13%	46%[activator]	12%	-1%	12%	34%[activator]	?	-1%	Cc1ccc(C(=O)COC(=O)c2ccco2)cc1C
20%	-15%	-9%	0%	-4%	-6%	24%	-11%	4%	Cc1cc(C(=O)Nc2c(F)cc(F)cc2Br)n(-c2ccccc2)n1
-2%	-16%	-1%	-7%	0%	-12%	?	4%	-6%	C/C(=N\NC(=O)C(O)c1ccccc1)c1ccc(Br)s1 (centres undefined)
.	-11%	-3%[59 µM]	29%	.	9%	17%	.	-7%	O=C(Nc1ccc(-n2cnnn2)cc1)c1cccc(S(=O)(=O)N2CCCC2)c1
5%	-11%	-34%[59 µM]	1%	3%	-35%	22%	-9%	-3%	COc1ccc(CCNC(=O)Cn2c(=O)cnc3ccccc32)cc1
-11%	-16%	11%[59 µM]	2%	-4%	2%	277%[activator]	-5%	-8%	CCOC(=O)c1c(CSc2nc(C)cc(C)c2C#N)n(C)c2cc(Br)c(OC(C)=O)cc12
2%	-12%	-2%[59 µM]	4%	-1%	21%	14%	1%	-1%	CCOC(=O)c1c(NC(=O)CN2C(=O)NC3(CCC(C)CC3)C2=O)sc(C)c1-c1ccc(C)cc1 (centres undefined)
0%	-6%	35%[12.7 µM]	0%	-5%	-22%	14%	-7%	6%	CN(C)S(=O)(=O)c1ccc(NC(=O)c2ccc([N+](=O)[O-])cc2)cc1
15%	4%	?	-4%	-2%	12%	23%	1%	-10%	Fc1ccc(C2CC(c3ccccc3)Nc3ncnn32)cc1 (centres undefined)
.	1%	-2%[12.7 µM]	-4%	.	14%	14%	.	-37%	CCC1(c2ccccc2)NC(=O)N(CC(=O)N(C)CC(=O)Nc2cccc(OC)c2)C1=O (centres undefined)
27%	-7%	-17%[59 µM]	6%	-2%	5%	8%	-6%	-13%	CC(=O)OCC#CCSc1nc2ccccc2n1C
-17%	-4%	3%	-3%	1%	-14%	102%[activator]	-5%	0%	COC(=O)c1cn(Cc2cccnc2)c(=O)c2ccccc12
29%	-11%	-10%	31%[activator]	-9%	-18%	34%[activator]	-5%	-12%	Cc1cc(C)cc(C(=O)Nc2nc3ccccc3[nH]2)c1
.	-27%	16%[2.33 µM]	-25%	.	-3%	3%	.	-2%	CCC(C)Sc1ccc([C@H]2N[C@@](Cc3ccccc3)(C(=O)OC)[C@H]3C(=O)N(C)C(=O)[C@@H]23)cc1 (some centres undefined)
19%	-8%	12%	-11%	-4%	-27%	22%	-5%	-4%	CCCCSCCCNC(=O)c1ccc(CS(=O)(=O)c2ccccc2OC)o1
1%	-11%	0%	5%	-12%	-2%	54%[activator]	-2%	-10%	Cc1cc(NC(=O)c2ccc([N+](=O)[O-])cc2)n(C)n1
1%	-6%	12%	-1%	-6%	-27%	-23%	-4%	2%	CCC(=O)Nc1nc2c(c(=O)[nH]1)CCCC2
.	-16%	?	30%	.	-29%	-6%	.	-7%	Cc1cccc(NC(=O)c2ccc3c(c2)C(=O)N(c2ccccc2C)C3=O)n1
.	-22%	29%	34%	.	3%	-25%	.	-7%	Cc1onc(-c2ccccc2Cl)c1C(=O)OCc1nnc(-c2ccccc2)o1
25%	0%	.	9%	-10%	-14%	?	-2%	-10%	O=C(CSC1CC(=O)N(c2ccc(C(=O)O)cc2)C1=O)Nc1ccc(Cl)cc1 (centres undefined)

Six entries drawn at random from the list so far, as already listed:
POLB inh	POLH inh	G9a block	APE1 inh	BLM inh	BAZ2B inh	POLI inh	Anesthetic bind	Pol kappa inh	molecule
1%	-11%	0%	5%	-12%	-2%	54%[activator]	-2%	-10%	Cc1cc(NC(=O)c2ccc([N+](=O)[O-])cc2)n(C)n1
.	-22%	29%	34%	.	3%	-25%	.	-7%	Cc1onc(-c2ccccc2Cl)c1C(=O)OCc1nnc(-c2ccccc2)o1
29%	-11%	-10%	31%[activator]	-9%	-18%	34%[activator]	-5%	-12%	Cc1cc(C)cc(C(=O)Nc2nc3ccccc3[nH]2)c1
.	-16%	?	30%	.	-29%	-6%	.	-7%	Cc1cccc(NC(=O)c2ccc3c(c2)C(=O)N(c2ccccc2C)C3=O)n1
1%	-6%	12%	-1%	-6%	-27%	-23%	-4%	2%	CCC(=O)Nc1nc2c(c(=O)[nH]1)CCCC2
25%	0%	.	9%	-10%	-14%	?	-2%	-10%	O=C(CSC1CC(=O)N(c2ccc(C(=O)O)cc2)C1=O)Nc1ccc(Cl)cc1 (centres undefined)

Only part of the results is shown. The share of hits here may be higher or lower than overall.
